Mdm2 MdmX PPI: inhibitors of human Mdm2-MdmX association, primary screen, cell-based, luminescence, split luciferase, SaOS-2, uHTS; SaOS-2 split-luciferase Mdm2/MdmX complementation; inhibition, % at 8 µM; hit rate 3% among 330,000; Protein Mdm4 (Homo sapiens) + E3 ubiquitin-protein ligase Mdm2 (Homo sapiens), …;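 active = inhibition of at least 50% at 8 µM in the primary screen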
Target sequence (O15151 whole entry, looked up): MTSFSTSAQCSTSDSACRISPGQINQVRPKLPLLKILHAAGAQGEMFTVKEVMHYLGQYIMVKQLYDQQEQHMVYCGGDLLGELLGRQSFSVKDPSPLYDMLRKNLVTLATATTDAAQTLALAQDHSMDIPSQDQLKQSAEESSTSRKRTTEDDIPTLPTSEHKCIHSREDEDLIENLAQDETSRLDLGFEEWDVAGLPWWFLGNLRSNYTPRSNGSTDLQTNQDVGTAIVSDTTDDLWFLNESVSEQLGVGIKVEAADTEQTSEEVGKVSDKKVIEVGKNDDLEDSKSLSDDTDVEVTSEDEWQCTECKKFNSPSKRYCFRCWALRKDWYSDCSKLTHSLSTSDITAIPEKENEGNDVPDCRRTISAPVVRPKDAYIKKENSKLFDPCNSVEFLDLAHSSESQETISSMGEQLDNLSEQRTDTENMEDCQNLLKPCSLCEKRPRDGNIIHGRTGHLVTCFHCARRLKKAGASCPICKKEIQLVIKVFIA
Target sequence (Q00987 whole entry, looked up): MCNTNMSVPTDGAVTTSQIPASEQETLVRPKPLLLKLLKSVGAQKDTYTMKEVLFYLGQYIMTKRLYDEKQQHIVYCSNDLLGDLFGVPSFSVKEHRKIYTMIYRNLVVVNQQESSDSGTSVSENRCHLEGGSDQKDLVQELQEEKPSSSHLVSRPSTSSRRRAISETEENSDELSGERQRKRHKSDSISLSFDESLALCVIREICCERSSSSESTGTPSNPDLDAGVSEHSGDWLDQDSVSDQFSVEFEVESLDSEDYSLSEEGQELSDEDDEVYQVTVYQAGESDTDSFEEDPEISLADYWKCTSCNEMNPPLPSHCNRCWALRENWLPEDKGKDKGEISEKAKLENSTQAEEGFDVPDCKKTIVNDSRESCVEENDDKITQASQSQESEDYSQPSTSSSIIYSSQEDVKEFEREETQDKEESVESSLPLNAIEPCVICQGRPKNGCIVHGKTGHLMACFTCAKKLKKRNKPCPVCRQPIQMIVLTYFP
Jurkat NFkB inh: inhibitors of induced NF-kB luciferase reporter, primary screen, TCR NF-kB activation inhibitor project, cell-based, luminescence, uHTS | Jurkat, PMA/ionomycin-induced NF-kB luciferase reporter | inhibition, % at 4 µM | hit rate 0.53% among 330,000; in the data active = inhibition above about 50%
APJ antagonist: antagonists of human apelin receptor APJ, primary screen, CHO-K1 cells, beta-arrestin complementation, luminescence. hit rate 0.32% among 330,000. P35414. inhibition, % at 20 µM;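 active = inhibition above about 40% at 20 µM, limit read from the data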;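 also: cells challenged with 10 nM apelin-13 agonist together with compound; plate controls were apelin-13 plus DMSO wells for no effect and DMSO wells lacking apelin-13 for full effect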
XBP1 UPR activ: activators of adaptive XBP1 UPR arm, primary screen, cell-based, CHO-XBP1 luciferase reporter, luminescence, uHTS. AID 463104, 2010. IRE1-XBP1 UPR activation; percent of tunicamycin response, DMSO as zero. hit rate 0.33% among 330,000. activation, % at 20 µM;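 active = versus positive control, 20 µM dose yields 30% or more activation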;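 also: 100% = tunicamycin at 10 µg/mL and 0% = DMSO only wells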
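Material: CHO cell line with stable XBP1 luciferase reporter; buffer or medium: F12 medium containing 10% fetal bovine serum; compound: single point, 20 µM final compound, 1% DMSO; incubation: 6 h treatment, 37 °C; measured by: glow luminescence from Steady-Glo reagent; evaluation: activation, % of tunicamycin; control set: tunicamycin high, DMSO low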
tim23-1 inh: growth inhibitors of tim23-1 mutant yeast, primary screen, luminescence, uHTS; S. cerevisiae tim23-1 growth, BacTiter-Glo luminescence, 24 h; AID 463212, 2010; hit rate 1.3% among 330,000; inhibition, % at 20 µM;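 active = growth inhibition of the mutant yeast at or above 50%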;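 also: temperature-sensitive mutant grown at 25 °C; plate controls were DMSO-treated mutant yeast for no effect and medium wells lacking yeast for full effect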
APJ agonist: agonists of human apelin receptor APJ, primary screen, CHO-K1 cells, PathHunter beta-arrestin, luminescence; P35414; 0% DMSO wells, 100% apelin; activation, % at 20 µM; hit rate 0.11% among 330,000; AID 2520, 2010;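 active = activation more than six SD over the plate average, tested at 20 µM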;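 also: 0% = DMSO alone and 100% = apelin-13 at 10 nM; some results filed as inactive read as strong as hits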
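Assay system: CHO-K1 cells stably expressing ProLink-tagged human APJ and arrestin–beta-gal acceptor. Compound dosing: 20 µM single point, 1% DMSO. Times: 16-18 h seeding, 90 min dark compound exposure, 60 min detection. Detection: beta-gal luminescence. Evaluation: APJ–arrestin association signal. Controls: negative DMSO alone, positive Apelin-13 at 10 nM.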
UPR CHOP act: activators of apoptotic CHOP UPR arm, primary screen, cell-based, CHO-CHOP luciferase reporter, luminescence, uHTS; AID 449763, 2010; activation, % at 10 µM; UPR activation; percent of tunicamycin response over DMSO baseline; hit rate 0.34% among 330,000;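 active = at 10 µM dose, activation of 40% or more, normalized to positive control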;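 also: 100% = tunicamycin at 10 µg/mL and 0% = DMSO alone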
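measured by = luciferase luminescence | assay system = CHO-CHOP cells, stable luciferase reporter of PERK-eIF2a-CHOP signalling | amount = 500 reporter cells seeded per well | timing = 6 h compound exposure at 37 °C after overnight seeding | controls = positive tunicamycin 10 µg/mL, negative DMSO alone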
697 NFkB inh: inhibitors of PMA/ionomycin-induced NF-kB reporter, 697 cells, primary screen, B-cell NF-kB inhibitor project, cell-based, luminescence, uHTS; 697 B-cell NF-kB luciferase reporter, 16 h; inhibition, % at 4 µM; hit rate 0.33% among 330,000; in the data active = inhibition above about 35%
The depositor's hits bear a star; / = not tested or not shown.

SMILES | Mdm2 MdmX PPI | Jurkat NFkB inh | APJ antagonist | XBP1 UPR activ | tim23-1 inh | APJ agonist | UPR CHOP act | 697 NFkB inh
Cc1ccc(O)c(-c2[nH]ncc2C(=O)c2ccc(Cl)cc2)c1 | 10 | -10 | 37 | -4 | 46 | -2 | 0.8 | -9
CC(=O)Nc1ccc(S(=O)(=O)NCC2CCC(C(=O)N3CCCCC3)CC2)cc1 (centres undefined) | 11 | 1 | -5 | -3 | -4 | 0 | -0.9 | 17
CCN(CC)CC(=O)N1c2ccccc2Oc2c(c(=O)n(C)c(=O)n2C)C1c1cccc([N+](=O)[O-])c1 (centres undefined) | -17 | -10 | 2 | 2 | -7 | 3 | 0.2 | 10
CCNS(=O)(=O)c1ccc(CCC(=O)Nc2ccccc2C(=O)OC)cc1 | 9 | 5 | -19 | -3 | 17 | -3 | 0.6 | 15
COc1cccc(-c2ccc(-c3noc(-c4cccs4)n3)c(OC)n2)c1 | -5 | -31 | 2 | 3 | -11 | -2 | -0.3 | -8
COC(=O)c1ccc(NC(=O)CSc2nc(=O)n3cccc(C)c3n2)cc1 | -24 | 7 | 2 | -1 | 72* | 9 | 2.1 | 3
O=C(O)CCCNc1c(C(=O)Nc2ccc(Cl)cc2)cc([N+](=O)[O-])cc1[N+](=O)[O-] | -10 | -32 | 25 | -4 | 20 | 1 | 1.0 | -50
C=CCn1c(=N)n(CC(=O)c2ccc(OC)cc2)c2ccccc21 | 14 | 3 | 4 | 1 | 1 | -5 | -0.7 | -6
Cc1nc2nc(SCC(=O)NCCCN3CCCCCC3)nn2c(C)c1Cc1ccccc1 | 27 | -6 | 23 | 2 | -63 | 0 | 1.7 | -3
Cc1cc(NS(=O)(=O)c2ccc(NC(=O)C(c3ccccc3)c3ccccc3)cc2)no1 | 19 | 3 | -22 | 2 | 20 | 0 | 0.1 | -12
N#C/C(=C(\O)c1cc(Cl)sc1Cl)c1nc2ccccc2[nH]1 | 31 | 1 | 8 | 0 | 5 | -1 | -2.0 | -44
CCc1cc(=O)oc2cc(OC(C)C(=O)NCC(O)c3ccccc3)c(Cl)cc12 (centres undefined) | 33 | 0 | 16 | -2 | 21 | -5 | -0.9 | 10
CCCCn1c(N)c(N(CC(C)C)C(=O)CN2C(=O)NC3(CC(C)CC(C)(C)C3)C2=O)c(=O)[nH]c1=O (centres undefined) | 0 | 11 | 10 | 0 | 8 | 0 | 0.5 | -12
Cc1onc(-c2ccccc2Cl)c1C(=O)Nc1cnn(Cc2ccccc2)c1 | 21 | -4 | 3 | -1 | 18 | -4 | 0.9 | 5
COc1ccccc1NC(=O)CN1CCN(CC(=O)Nc2ccc(F)cc2)CC1 | -12 | 9 | 0 | -4 | 9 | -1 | 0.8 | 4
Cc1ccc(/C(O)=C/c2nc3ccccc3oc2=O)cc1 | 10 | 11 | 15 | -1 | -18 | -2 | 1.8 | 6
COc1cc2c(cc1OC)[C@@H](NC(=O)CCC1CCCCC1)[C@H](O)C2 | -8 | / | / | 2 | 17 | / | 0.0 | -6
O=C(NCCC1=CCCCC1)C(=O)NCC(c1ccco1)N1CCN(c2ccccc2)CC1 (centres undefined) | 24 | -5 | 2 | 17 | 12 | -1 | 3.0 | -5
Cc1nnsc1NC(=O)OCC(C)C | 1 | -17 | 12 | -2 | 9 | -3 | -0.4 | -38
Cc1ccc(N(CCCCN2C(=O)c3ccccc3C2=O)C(=O)c2cccs2)cc1 | -38 | -16 | 2 | -3 | -1 | -1 | -2.0 | -12

6 entries picked at random from those above:
SMILES | Mdm2 MdmX PPI | Jurkat NFkB inh | APJ antagonist | XBP1 UPR activ | tim23-1 inh | APJ agonist | UPR CHOP act | 697 NFkB inh
C=CCn1c(=N)n(CC(=O)c2ccc(OC)cc2)c2ccccc21 | 14 | 3 | 4 | 1 | 1 | -5 | -0.7 | -6
CC(=O)Nc1ccc(S(=O)(=O)NCC2CCC(C(=O)N3CCCCC3)CC2)cc1 (centres undefined) | 11 | 1 | -5 | -3 | -4 | 0 | -0.9 | 17
CCc1cc(=O)oc2cc(OC(C)C(=O)NCC(O)c3ccccc3)c(Cl)cc12 (centres undefined) | 33 | 0 | 16 | -2 | 21 | -5 | -0.9 | 10
COc1ccccc1NC(=O)CN1CCN(CC(=O)Nc2ccc(F)cc2)CC1 | -12 | 9 | 0 | -4 | 9 | -1 | 0.8 | 4
Cc1cc(NS(=O)(=O)c2ccc(NC(=O)C(c3ccccc3)c3ccccc3)cc2)no1 | 19 | 3 | -22 | 2 | 20 | 0 | 0.1 | -12
Cc1onc(-c2ccccc2Cl)c1C(=O)Nc1cnn(Cc2ccccc2)c1 | 21 | -4 | 3 | -1 | 18 | -4 | 0.9 | 5

Further results
SMILES | Mdm2 MdmX PPI | Jurkat NFkB inh | APJ antagonist | XBP1 UPR activ | tim23-1 inh | APJ agonist | UPR CHOP act | 697 NFkB inh
COc1ccccc1NC(=O)c1ccc(NC(=O)COC(=O)c2ccc(O)cc2)cc1 | 8 | -14 | 0 | -5 | 1 | -4 | 6.4 | 8
O=[N+]([O-])c1cc(C(F)(F)F)ccc1N1CCC(O)CC1 | 6 | -10 | 5 | -3 | -3 | 0 | 0.3 | 6
CCN(CCn1cccn1)C(=O)c1cc(COc2cccc3cccnc23)on1 | 15 | -9 | -2 | -2 | 8 | 0 | 0.2 | 11
O=C(Nc1ccncc1)Nc1cc(Cl)ccc1Cl | 20 | 18 | -75 | -5 | 18 | 12 | 0.9 | 19
O=C(c1ccccc1)c1ccc(Oc2ncccn2)cc1 | -6 | -25 | 4 | 2 | 9 | 7 | 0.9 | -28
Cn1cc(CN2CCCC(CNC(=O)c3ccc4c(c3)OCO4)C2)c2ccccc21 (centres undefined) | -14 | 12 | -5 | 1 | 6 | -5 | -0.2 | 16
CCc1noc(C)c1C(=O)Nc1nnc(C2CCCCC2)s1 | 8 | 9 | -5 | -4 | 12 | -3 | 0.5 | 16
COc1ccc(OC)c(C2C(C(=O)c3ccco3)=C(O)C(=O)N2CCN2CCOCC2)c1 (centres undefined) | -11 | -10 | 0 | -5 | 6 | -5 | 2.0 | 7
CCCCc1c(C)nc2ccccc2c1SCCC#N | 1 | 12 | -4 | 4 | 7 | -3 | -2.9 | -24
CCOC(=O)NN1C(=O)c2ccccc2NC1c1cccs1 (centres undefined) | 11 | 6 | 19 | -2 | -1 | -2 | 0.1 | 3
CCc1ccccc1OCC(=O)Nc1cccc(S(=O)(=O)NC2=NCCC2)c1 | 7 | -14 | -8 | 0 | 3 | 1 | 0.8 | 3
Cn1c(SCC(=O)NC2CCCCC2)nnc1-c1ccncc1 | -23 | -22 | -10 | -3 | 14 | 1 | 2.8 | -16
Cc1nc(N2CCN(c3ccccn3)CC2)c2c(C)c(C(=O)Nc3ccc(Br)cc3C)sc2n1 | 27 | 13 | -4 | -2 | 15 | -2 | 0.7 | 1
O=C(c1cccc(F)c1)N1CCN(c2ccc([N+](=O)[O-])c(N3CCOCC3)c2)CC1 | -2 | 5 | -4 | -1 | 22 | -2 | -0.2 | 18
O=C(NCc1ccccc1)Nc1cccn(Cc2ccc(Cl)cc2)c1=O | 38 | 19 | 0 | 3 | -6 | -1 | 0.2 | -5
CCCCNc1ccccc1C(=O)OCC(=O)Nc1ccc(S(N)(=O)=O)cc1 | 18 | 9 | -1 | -5 | 1 | -2 | -0.6 | 11
CCOCC(=O)Nc1nc2ccccc2s1 | -39 | -17 | 29 | 2 | 25 | -2 | 2.4 | -38
O=C(NC1CCCN(c2ccc(C(F)(F)F)cn2)C1)c1ccnc(Cl)c1 (centres undefined) | 18 | -10 | -17 | -7 | 10 | -2 | 0.8 | 14
Cc1ccc(C(=O)N[C@H](C(=O)OCc2cc(=O)oc3cc(C)ccc23)C(C)C)cc1 | 16 | 3 | -16 | -2 | -23 | -4 | 0.7 | -3
Cn1cc([N+](=O)[O-])c(C(=O)Nc2ccc(Br)cn2)n1 | 56* | 0 | -17 | -3 | 16 | 4 | 1.4 | 21
COc1ccc(Cl)cc1NC(=O)C(OC)c1ccccc1 (centres undefined) | 16 | -1 | 2 | -3 | 15 | 2 | -0.2 | 4
Cc1cccc(-c2nc(CS(=O)CC(=O)NCCc3ccc(Cl)cc3)c(C)o2)c1 (centres undefined) | 5 | 10 | -1 | -3 | 8 | 0 | -1.4 | -9
NS(=O)(=O)c1ccc(N2C(=O)C3CC=CCC3C2=O)cc1 (centres undefined) | 13 | -5 | 2 | 4 | 0 | -2 | -0.4 | 13
CCOC(=O)c1c(P(=O)(N2CCOCC2)N2CCOCC2)noc1N | 12 | -15 | -1 | -2 | 3 | 1 | 0.5 | 16
Cc1cccnc1NC(=O)CCNC(=O)c1ccc(Cl)cc1 | 17 | -2 | -21 | -5 | -7 | -4 | -1.6 | 11
COc1ccc(C(=O)NCCSCc2ccc(Cl)cc2)cc1OC | -2 | 2 | -18 | -6 | 12 | -4 | 4.0 | 18
Cc1cc2nc(C3CCN(C(=S)NCC(C)C)CC3)[nH]c2cc1C | -17 | 6 | 9 | 2 | 5 | -1 | -1.3 | -6
COc1ccccc1C(=O)NCCC(=O)N(C)Cc1ccc(C)o1 | 12 | 11 | 13 | -2 | -9 | 13 | 2.1 | 7
CCCN(CCC)CCCNC(=O)c1ccc(CS(=O)(=O)c2c(Cl)cccc2Cl)o1 | 3 | -17 | -1 | -2 | 11 | -2 | -0.4 | -10
CCOC(=O)c1ccc(N2C(=O)C3CCOc4ccccc4C32)cc1 (centres undefined) | 16 | -15 | -7 | -1 | 6 | -2 | 0.8 | -2
CCCn1c2ccccc2c2cnn(CC(=O)NC3CCN(Cc4ccccc4)CC3)c(=O)c21 | 37 | 9 | -10 | 1 | 5 | 2 | -0.3 | 13
CCOc1cccc2c1OC1(C)CC2NC(=O)N1c1cccc(Cl)c1 (centres undefined) | 25 | -1 | 0 | 1 | 18 | -1 | -0.2 | 17
CCOc1[nH]n(-c2ccccc2)c(=O)c1C=Nc1ccc(OC)cc1 | 8 | -17 | -9 | -2 | -8 | -2 | 1.1 | 22
Cc1cc(C)nc(SCC(=O)OCC(=O)Nc2ccccc2)n1 | 16 | -1 | -8 | -6 | 20 | -3 | 2.0 | -1
C[C@]12CC[C@H](O)CC1=CCC1C2CC[C@@]2(C)C1CC[C@@H]2NC(=O)[C@@H](N)Cc1ccccc1 (some centres undefined) | 68* | 9 | 12 | -2 | 58* | 4 | 3.2 | -19
Cc1ccccc1NC(=O)c1ccc([N+](=O)[O-])o1 | -1 | 8 | -13 | 0 | 39 | 6 | 1.9 | -4
CC(C)C(=O)NNC(=O)CSc1nc(C2CCCCC2)nc2ccccc12 | 20 | 1 | 5 | -3 | 13 | -1 | -1.4 | 10
COc1ccc(CCNC(=S)N2CCN(S(=O)(=O)c3ccccc3)CC2)cc1 | 7 | 13 | 9 | -2 | 4 | -5 | -0.4 | -3
COc1ccc(NC(=O)CC2SC(=NCC3CCCO3)NC2=O)cc1 (centres undefined) | 13 | 1 | 6 | 0 | 0 | -2 | -2.9 | 0

Source: PubChem BioAssay
